Source: PubChem BioAssay (National Center for Advancing Translational Sciences (NCATS))
POLH inh: blocks human DNA polymerase eta activity; 390,000 compounds, 1.2% hits; Potency, µM (top dose mostly 114 µM), for the others: top-dose activity change, negative = inhibition, actives largely listed as inhibitors; recombinant Pol eta, fluorescent DNA replication assay; Q9Y253; note: % is set by controls: 0 for no effect and ±100 for the full control effect
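Pol eta at 10 nM preincubated with compounds 15 min at room temperature; reaction started with fluorescent substrate (50 nM final) and read kinetically at 0 and 10 min.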
Anesthetic bind: candidate novel general anesthetic via apoferritin binding | 350,000 compounds, 0.074% hits | AID 485281 | apoferritin/1-aminoanthracene competitive binding, fluorescence | P02791 | Potency, µM (top dose mostly 77.5 µM), for inactives: at the highest dose activity change, negative = displacement, most hits filed as inhibitors; note: % is set by controls: 0 for no effect and ±100 for the full control effect; nearly all actives have a fitted effect of over 20% in size
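Probe: 1-aminoanthracene (50% saturated, PBS). Protein: horse-spleen apoferritin, 10 uM. Incubation: 10 min, room temperature. Detection: 380 nm excitation, 535 nm emission. Analysis: normalized response, four-parameter Hill.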
POLB inh: DNA polymerase beta (human) inhibition; Pol beta primer extension/strand displacement, fluorescence kinetic; Potency, µM (doses to about 114 µM), inactives show at the highest dose activity change, negative = inhibition, actives largely listed as inhibitors; AID 485314; P06746; 340,000 compounds, 1.3% hits; note: % is set by controls: 0 for no effect and ±100 for the full control effect
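Human Pol beta at 10 nM; strand-displacement substrate 50 nM final. Compound exposure 15 min at room temperature before start, reaction 10 min at room temperature.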
BLM helicase inh: Bloom syndrome helicase (human) inhibition. P54132. 350,000 compounds, 0.2% hits. AID 2528. Potency, µM (highest dose often 56.1 µM), without a hit: top-dose activity change, negative = inhibition, actives largely listed as inhibitors. recombinant BLM DNA unwinding, fluorescence dequenching;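 note: plate controls were vehicle for no effect and no enzyme for full effect; nearly all actives have a fitted effect of over 35% in size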
Target sequence (P54132 whole entry, looked up): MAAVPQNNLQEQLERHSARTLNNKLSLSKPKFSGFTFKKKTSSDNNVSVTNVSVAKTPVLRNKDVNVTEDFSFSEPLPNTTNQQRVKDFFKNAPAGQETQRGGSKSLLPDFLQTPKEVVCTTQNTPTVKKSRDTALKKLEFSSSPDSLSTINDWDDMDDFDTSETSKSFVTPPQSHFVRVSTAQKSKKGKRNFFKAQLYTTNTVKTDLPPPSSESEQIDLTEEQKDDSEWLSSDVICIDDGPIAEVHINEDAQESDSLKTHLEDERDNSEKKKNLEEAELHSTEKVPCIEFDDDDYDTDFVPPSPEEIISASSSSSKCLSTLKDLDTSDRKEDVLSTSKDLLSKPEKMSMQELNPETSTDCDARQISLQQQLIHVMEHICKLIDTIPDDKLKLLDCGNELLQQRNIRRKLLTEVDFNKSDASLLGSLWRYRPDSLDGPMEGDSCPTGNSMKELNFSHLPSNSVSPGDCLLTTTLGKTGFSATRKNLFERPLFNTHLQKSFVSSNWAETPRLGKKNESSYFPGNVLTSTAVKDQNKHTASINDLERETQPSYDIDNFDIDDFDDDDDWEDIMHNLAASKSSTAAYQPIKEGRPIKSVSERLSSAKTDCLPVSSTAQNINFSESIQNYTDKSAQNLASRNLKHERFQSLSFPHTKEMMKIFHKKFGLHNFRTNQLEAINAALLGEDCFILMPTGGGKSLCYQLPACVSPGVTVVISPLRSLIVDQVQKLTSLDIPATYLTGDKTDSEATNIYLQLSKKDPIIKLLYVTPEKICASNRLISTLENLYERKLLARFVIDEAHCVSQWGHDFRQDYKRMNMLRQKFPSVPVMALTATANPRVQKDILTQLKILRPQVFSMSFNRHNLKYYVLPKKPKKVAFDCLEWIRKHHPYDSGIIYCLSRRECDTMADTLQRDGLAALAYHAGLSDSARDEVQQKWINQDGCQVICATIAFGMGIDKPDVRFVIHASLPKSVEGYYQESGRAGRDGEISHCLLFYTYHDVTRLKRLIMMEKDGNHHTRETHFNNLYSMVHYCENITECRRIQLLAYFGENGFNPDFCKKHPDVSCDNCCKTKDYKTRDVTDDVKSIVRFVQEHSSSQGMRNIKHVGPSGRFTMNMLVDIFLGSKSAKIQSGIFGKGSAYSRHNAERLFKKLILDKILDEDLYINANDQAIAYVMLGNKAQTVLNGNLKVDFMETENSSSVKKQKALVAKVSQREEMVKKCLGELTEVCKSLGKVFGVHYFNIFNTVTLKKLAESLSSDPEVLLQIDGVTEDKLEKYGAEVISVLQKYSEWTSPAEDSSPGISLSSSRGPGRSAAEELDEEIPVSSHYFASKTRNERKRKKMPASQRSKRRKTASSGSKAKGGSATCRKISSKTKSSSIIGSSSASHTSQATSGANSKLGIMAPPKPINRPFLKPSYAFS
POLK inh: blocks human DNA polymerase kappa activity; Q9UBT6; purified Pol kappa, fluorescent DNA synthesis assay, 10 min; Potency, µM (top dose mostly 107 µM), without a hit: top-dose activity, negative = inhibition, most hits filed as inhibitors; 400,000 compounds, 0.53% hits; note: % is set by controls: 0 for no effect and ±100 for the full control effect
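Readout: fluorescence, taken kinetically at 0 and 10 min. Conditions: 10 nM Pol kappa, 15 min RT compound preincubation, 50 nM substrate final. Controls: enzyme-free buffer wells.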
BAZ2B inh: inhibitors of human BAZ2B bromodomain; Q9UIF8; 360,000 compounds, 4.4% hits; AlphaScreen BAZ2B-H3K14Ac peptide displacement; Potency, µM (top dose mostly 114 µM), inactives show top-dose activity change, negative = inhibition, most hits filed as inhibitors; note: % is set by controls: 0 for no effect and ±100 for the full control effect; nearly all actives have a fitted effect of over 60% in size
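AlphaScreen displacement of biotin-H3(5-23)K14Ac peptide (50 nM final) from BAZ2B (50 nM final) in PBS pH 7.4, 0.01% Tween-20; complex preformed 30 min RT, then compounds (top 110 uM) 30 min RT, beads 20 min dark.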
G9a block: G9a (human) methyltransferase inhibition | Q96KQ7 | AID 504332 | 350,000 compounds, 8.8% hits | G9a H3K9 monomethylation, AlphaScreen, 2 h | Potency, µM (highest dose often 102 µM), inactives show at the highest dose activity, negative = inhibition, most hits filed as inhibitors; note: % is set by controls: 0 for no effect and ±100 for the full control effect; nearly all actives have a fitted effect of over 75% in size
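AlphaScreen detection with an anti-monomethyl H3K9 antibody quantified product after a 2 h room-temperature reaction containing 500 nM biotinylated H3K9 peptide, 20 µM SAM and 20 nM enzyme, which had been preincubated 15 min with compound.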
APEX1 inh: blocks human APE1 abasic DNA cleavage. recombinant APE1, TAMRA/BHQ-2 abasic DNA cleavage fluorescence. Potency, µM (titrated, usually from 65.8 µM), for the others: at the top dose activity change, negative = inhibition, usual class: inhibitors. 350,000 compounds, 0.35% hits;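 note: plate controls were vehicle for no effect and reference inhibitor for full effect; nearly all actives have a fitted effect of over 55% in size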
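0.75 nM APE1 + cpd, 15 min RT; start w/ 50 nM TAMRA/BHQ-2 THF-abasic dsDNA; kinetic fluor 525/598 nm ×3 reads @60 s; Δ(read3−read1); normalized to DMSO and NSC13755 control wells.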
POLI inh: DNA polymerase iota (human) inhibition | 390,000 compounds, 1% hits | Potency, µM (highest dose often 115 µM), for inactives: at the highest dose activity, negative = inhibition, actives largely listed as inhibitors | Pol iota fluorescent replication assay, 10 min
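Pol iota at 10 nM preincubated 15 min with compounds at room temperature; reaction started with fluorescent substrate, 50 nM final. Fluorescence read kinetically at 0 and 10 min; buffer-only wells as negative control.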
* marks the source's active call; other numbers are inactive results; ? = inconclusive; . = no result given; & = joins results of further samples; [ ] = remark or other dose. Calls come from the whole dose curve; as a rule, active = well fitted curve in the direction sought with a large enough effect; inconclusive = small, poorly fitted or top-dose-only effect, or another doubt; inactive = no such curve, though single readings can be large; an effect the other way counts as inactive or inconclusive. Potency is the fitted concentration of half-maximal effect. Some of the compounds tested; count on the stated rates, not on these rows.

Compound,POLH inh,Anesthetic bind,POLB inh,BLM helicase inh,POLK inh,BAZ2B inh,G9a block,APEX1 inh,POLI inh
Nc1ncc([N+](=O)[O-])c(N2CCCCCC2)n1,-4%,-4%,11%,1%,-12%,4%,4%,-8%,11%
O=C(Nc1ccccc1N1CCCC1)c1cccc(F)c1,-16%,-11%,2%,-5%,4%,?,35µM*,9%,-11%
Cc1nc2scc(C)n2c(=O)c1S(=O)(=O)NCc1ccc(F)cc1,-6%,-2%,22%,0%,-3%,-3%,.,4%,-25%
O=C(Cn1nc(C(=O)O)c2ccccc2c1=O)Nc1cc(C(F)(F)F)ccc1-n1cncn1,-10%,.,.,.,-21%,-11%,-12%[59 µM],2%,5%
COC(=O)c1ccccc1S(=O)(=O)NCc1nc2nc(C)cc(C)n2n1,-3%,-7%,1%,-1%,1%,-4%,?,8%,-17%
COc1ccccc1C1(O)CCN(CC(=O)Nc2nc(-c3ccccc3)cs2)CC1,-29%,-23%,8%,-4%,0%,-23%,?,-5%,69%[activator]
CCCCCn1nnc2c(=O)oc3ccccc3c21,-1%,-15%,2%,-6%,-12%,-3%,29%,4%,-12%
CC(C)c1c(O)c(-c2cc3c(c(C(C)C)c2O)CCC2C(C)(C)CCC[C@@]32C)cc2c1CCC1C(C)(C)CCC[C@@]21C (some centres not stated),.,5%,.,-15%,-8%[60.1 µM],.,1%[2.33 µM],8%,.
COc1ccc2cc3c(N)nn(C(=O)c4ccccc4[N+](=O)[O-])c3nc2c1,0%,-8%,2%,-2%,-13%,-4%,5%,0%,18%
Nc1cccc(-c2cnc3ccccc3n2)c1,-1%,?,17%,-2%,-2%,-16%,?,19%,-13%
COc1ccc(/C=C/C(=O)N(C(C)C)C(C)C)cc1Br,-24%,-11%,-11%,-3%,-10%,-2%,?,-1%,33%[activator]
O=C(Nc1ccc2c(c1)OCCO2)c1ccc(Cl)c([N+](=O)[O-])c1,-3%,-11%,4%,-4%,-8%,-36%,-4%[59 µM],4%,12%
CCN(CC)C(=O)Cn1c(=O)n(CC(=O)N2CCCCC2)c(=O)c2sccc21,-17%,-6%,-1%,0%,8%,-1%,79%[activator],51%[activator],-2%
COc1cc(/C=N/NC(=O)Cn2nc([N+](=O)[O-])cc2C)cc(Br)c1OCc1ccccc1,-13%,?,-24%,-8%,-2%,-16%,-6%[59 µM],-3%,-2%
Cc1ccc(-n2nc3ccc(NC(=S)NC(=O)/C=C/c4ccco4)cc3n2)cc1,?,3%,-13%,-7%,-8%,0%,23%[59 µM],-1%,14%
CC(C)OCCCNc1ncc2c(n1)CC(c1ccccc1)CC2=O (configuration not stated),-9%,?,-1%,-1%,-7%,.,?,-4%,-4%
COc1ccc(CC(=O)NCc2nnc(SCc3ccc(C)cc3)n2C)cc1,-19%,14%,13%,-14%,-14%,-4%,8%,-5%,44%[activator]
CC(C)(C)c1ccc(C2=NC(C)(C)N(CC(=O)Nc3ccc(F)c(F)c3)C2=O)cc1,.,?,-15%,-3%,-4%,-6%,5%[59 µM],.,36%[activator]
Cc1cccc(Oc2ccc3c(c2)cc(C(=O)O)n3C)c1,-9%,-10%,7%,-3%,-7%,-25%,-10%,22%,-10%
Cc1cccc(C)c1-n1c(C)nn(CC#N)c1=O,-6%,-3%,20%,-4%,14%,?,-7%,5%,82%[activator]
O=c1[nH]c2ccccc2n1CCCN1CCCCC1,-15%,-1%,50%,4%,-2%,-8%,.,13%,31%[activator]
Cc1onc(-c2ccccc2)c1C(=O)NC(=S)Nc1sc2c(c1C#N)CCC(C)C2 (configuration not stated),-18%,-10%,90%,-4%,8%,?,3.5µM*,5%,10%
CCCN(CCC)CC(O)Cn1cc(/C=C/C(=O)c2ccccc2)c2ccccc21 (configuration not stated),-25%,-20%,-29%,-3%,-6%,.,?,-2%,33%
Cn1c(=O)n(C)c2cc([N+](=O)[O-])c(N3CCN(S(=O)(=O)c4ccc(C(C)(C)C)cc4)CC3)cc21,1%,-11%,1%,-3%,-5%,-34%,?,-4%,13%
Cc1ccc(S(=O)(=O)Oc2ccccc2/C=N/NC(N)=S)cc1,-4%,-8%,1%,-3%,-3%,0%,15%[59 µM],0%,15%
Cc1c(N2C(=O)CS/C2=N\N=C\c2ccc(Br)cc2)c(=O)n(-c2ccccc2)n1C,-13%,?,1%,-2%,-4%,-9%,9%,0%,6%
CC(OC(=O)CCCN=C1NS(=O)(=O)c2ccccc21)C(=O)Nc1ccc(F)c(F)c1F (configuration not stated),-19%,.,.,.,-4%,-1%,?,52%,18%
CCn1ccnc1CN(C)C(=O)c1ccc2nc(Cc3ccc(OC)cc3)oc2c1,-17%,-4%,-27%,-1%,-34%,-21%[57.1 µM],1%,38%,?
COC(=O)C(=C/C=C/N1CCOCC1)C(=O)OC,.,-14%,-6%,-2%,.,2%,8%,0%,.
CCOc1ccc(NC(=O)CSc2nc(C)c3c(c2C#N)CCCC3)cc1,-1%,-8%,-1%,-5%,-22%,1%,12%,-1%,9%
CC(C)(C)c1ccc(CN(Cc2ccco2)Cc2nnnn2C2CCCC2)cc1,-30%,4%,-9%,-11%,-16%,13%,-14%[12.7 µM],2%,2%
CCN(CC)C(=O)c1sc(NC(=O)c2nc3ncccn3n2)c(C(=O)OC)c1C,1%,5%,1%,2%,0%,?,?,.,26%
Cc1oc(-c2ccc3c(c2)OCCO3)cc1C(=O)NC(Cc1ccccc1)C(=O)O (configuration not stated),-16%,-3%,-3%,-6%,-12%,?,35µM*,-3%,86%[activator]
NC1=NC(=O)S/C1=C\c1ccc(O)cc1,?,-4%,-26%,-4%,-8%,-4%,22%[59 µM],-3%,9%
Cc1ccc(NC(=O)ON=C2CCCC2)cc1,-1%,-8%,-1%,4%,-9%,10%,38%[59 µM],3%,12%
CCn1c(CC(=O)Nc2ccc(C)cc2)nnc1SCC(=O)NCCc1ccccc1,-5%,-8%,37%[activator],1%,-19%,-37%,63%[activator][59 µM],-6%,11%
COc1ccc(CC(C(=O)Nc2ccc(OC)cc2)c2nn[nH]n2)cc1 (configuration not stated),-11%,-11%,10%,-1%,8%,?,.,11%,51%[activator]
CC(Cl)C(=O)Nc1cc(C(F)(F)F)ccc1N1CCOCC1 (configuration not stated),-17%,-10%,27%,-2%,-14%,4%,-26%,-8%,49%[activator]
Cc1c(C(=O)Nc2ccc(Cl)cc2)c2ccccn2c1C(=O)c1ccc(F)cc1,-10%,2%,9%,0%,-5%,11%,?,2%,10%
Cc1ccc(C(=O)OCC(=O)NC2CCCCCC2)c(C)c1,-3%,.,.,.,-4%,9%,-1%,9%,20%
O=c1[nH]c(SCc2cccc(Cl)c2)nc2[nH]ncc12,1%,-16%,14%,-9%,-10%,-13%,10%,-4%,8%
COc1cc([N+](=O)[O-])ccc1NC(=O)Nc1cccnc1,-11%,1%,21%,-1%,5%,-20%,33%,31%,25%
COCCn1c(Cc2cccn2C)nnc1SCC(=O)Nc1nccs1,-16%,-7%,17%,-3%,2%,-12%,-32%,-1%,25%
Cc1onc(-c2c(F)cccc2Cl)c1C(=O)OCC(=O)NC(=O)NCC(C)C,-10%,-17%,13%,-6%,-13%,-17%,-3%,-13%,91%[activator]
CN1C(=O)C(=C2CCCCCC2)SC1=S,-7%,?,-11%,-2%,4%,2%,45µM*,-3%,-7%
Cc1ccc(C)c(NC(=O)Cn2cc(S(=O)(=O)NC(C)C)c(S(=O)(=O)NC(C)C)c2)c1,-12%,-6%,20%,0%,-2%,9%[57.1 µM],-6%[59 µM],.,22%
COc1cccc(/C=C/C(=O)OCC(=O)c2ccccc2)c1OC,-25%,.,.,.,-8%,.,.,-6%,19%
COc1ccc(C2CC(c3cccs3)=NN2C(=O)CSc2nncn2C)cc1OC (configuration not stated),-14%,-10%,21%,-2%,-14%,-2%,-9%,-1%,-15%
CC1(C)Oc2ccc3ccc(=O)oc3c2CC1O (configuration not stated),-17%,-16%&-3%,14%,-6%&5%,9%,5%,.,3%&-5%,-12%
Cc1[nH]c(=O)[nH]c(=O)c1/C=N/NC(=O)[C@H](CC(C)C)NC(=O)OC(C)(C)C,-23%,8%,11%,-1%,-9%,8%,?,13%,29%
O=C(OCC(=O)N1CCCCCC1)c1cccs1,-8%,-18%,2%,-4%,-5%,-3%,-33%,0%,0%
O=C(COC(=O)CCC(=O)Nc1nccs1)NCc1ccco1,-3%,-4%,3%,1%,-14%,-13%,?,0%,3%
Cc1ccc(O)c(-c2n[nH]c3c2C(c2ccccc2F)N(Cc2ccco2)C3=O)c1 (configuration not stated),?,-14%,15%,-11%,-2%,-33%,-33%[59 µM],.,?
COc1ccc(F)c(C2C(C#N)=C(N)Oc3n[nH]c(C(C)(C)C)c32)c1 (configuration not stated),-21%,-21%,3%,-3%,-8%,2%,-29%[2.33 µM],?,?
COc1ccc(-n2c(=O)c3ccccc3n(CC(=O)Nc3ccccc3OC)c2=O)cc1,-20%&-12%,-6%&-10%,20%&0%,-4%&-3%,-4%&-1%,7%&-4%,-30%,3%,10%&-6%

Arranged by molar mass (ascending): some entries from above.
Compound,POLH inh,Anesthetic bind,POLB inh,BLM helicase inh,POLK inh,BAZ2B inh,G9a block,APEX1 inh,POLI inh
Cc1ccc(NC(=O)ON=C2CCCC2)cc1,-1%,-8%,-1%,4%,-9%,10%,38%[59 µM],3%,12%
COc1cccc(/C=C/C(=O)OCC(=O)c2ccccc2)c1OC,-25%,.,.,.,-8%,.,.,-6%,19%
COc1ccc(CC(C(=O)Nc2ccc(OC)cc2)c2nn[nH]n2)cc1 (configuration not stated),-11%,-11%,10%,-1%,8%,?,.,11%,51%[activator]
